# Pf apPOL inh: Pf-apPOL DNA polymerase inhibition; Recombinant Pf-apPOL, molecular beacon fluorescence, 1.5 h; inhibition, % at 10 µM; actives 0.25% (n = 210,000); AID 1794808
# mHTT-CaM PPI inh: inhibitors of human mutant huntingtin-calmodulin interaction. AID 1671202. actives 3.6% (n = 190,000). AlphaScreen His-mHTT/GST-CaM binding, luminescence. inhibition, % at 15 µM;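 further: 0% = both proteins with DMSO and 100% = one protein alone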
# Target sequence (P42858 whole entry, looked up, stated change not applied): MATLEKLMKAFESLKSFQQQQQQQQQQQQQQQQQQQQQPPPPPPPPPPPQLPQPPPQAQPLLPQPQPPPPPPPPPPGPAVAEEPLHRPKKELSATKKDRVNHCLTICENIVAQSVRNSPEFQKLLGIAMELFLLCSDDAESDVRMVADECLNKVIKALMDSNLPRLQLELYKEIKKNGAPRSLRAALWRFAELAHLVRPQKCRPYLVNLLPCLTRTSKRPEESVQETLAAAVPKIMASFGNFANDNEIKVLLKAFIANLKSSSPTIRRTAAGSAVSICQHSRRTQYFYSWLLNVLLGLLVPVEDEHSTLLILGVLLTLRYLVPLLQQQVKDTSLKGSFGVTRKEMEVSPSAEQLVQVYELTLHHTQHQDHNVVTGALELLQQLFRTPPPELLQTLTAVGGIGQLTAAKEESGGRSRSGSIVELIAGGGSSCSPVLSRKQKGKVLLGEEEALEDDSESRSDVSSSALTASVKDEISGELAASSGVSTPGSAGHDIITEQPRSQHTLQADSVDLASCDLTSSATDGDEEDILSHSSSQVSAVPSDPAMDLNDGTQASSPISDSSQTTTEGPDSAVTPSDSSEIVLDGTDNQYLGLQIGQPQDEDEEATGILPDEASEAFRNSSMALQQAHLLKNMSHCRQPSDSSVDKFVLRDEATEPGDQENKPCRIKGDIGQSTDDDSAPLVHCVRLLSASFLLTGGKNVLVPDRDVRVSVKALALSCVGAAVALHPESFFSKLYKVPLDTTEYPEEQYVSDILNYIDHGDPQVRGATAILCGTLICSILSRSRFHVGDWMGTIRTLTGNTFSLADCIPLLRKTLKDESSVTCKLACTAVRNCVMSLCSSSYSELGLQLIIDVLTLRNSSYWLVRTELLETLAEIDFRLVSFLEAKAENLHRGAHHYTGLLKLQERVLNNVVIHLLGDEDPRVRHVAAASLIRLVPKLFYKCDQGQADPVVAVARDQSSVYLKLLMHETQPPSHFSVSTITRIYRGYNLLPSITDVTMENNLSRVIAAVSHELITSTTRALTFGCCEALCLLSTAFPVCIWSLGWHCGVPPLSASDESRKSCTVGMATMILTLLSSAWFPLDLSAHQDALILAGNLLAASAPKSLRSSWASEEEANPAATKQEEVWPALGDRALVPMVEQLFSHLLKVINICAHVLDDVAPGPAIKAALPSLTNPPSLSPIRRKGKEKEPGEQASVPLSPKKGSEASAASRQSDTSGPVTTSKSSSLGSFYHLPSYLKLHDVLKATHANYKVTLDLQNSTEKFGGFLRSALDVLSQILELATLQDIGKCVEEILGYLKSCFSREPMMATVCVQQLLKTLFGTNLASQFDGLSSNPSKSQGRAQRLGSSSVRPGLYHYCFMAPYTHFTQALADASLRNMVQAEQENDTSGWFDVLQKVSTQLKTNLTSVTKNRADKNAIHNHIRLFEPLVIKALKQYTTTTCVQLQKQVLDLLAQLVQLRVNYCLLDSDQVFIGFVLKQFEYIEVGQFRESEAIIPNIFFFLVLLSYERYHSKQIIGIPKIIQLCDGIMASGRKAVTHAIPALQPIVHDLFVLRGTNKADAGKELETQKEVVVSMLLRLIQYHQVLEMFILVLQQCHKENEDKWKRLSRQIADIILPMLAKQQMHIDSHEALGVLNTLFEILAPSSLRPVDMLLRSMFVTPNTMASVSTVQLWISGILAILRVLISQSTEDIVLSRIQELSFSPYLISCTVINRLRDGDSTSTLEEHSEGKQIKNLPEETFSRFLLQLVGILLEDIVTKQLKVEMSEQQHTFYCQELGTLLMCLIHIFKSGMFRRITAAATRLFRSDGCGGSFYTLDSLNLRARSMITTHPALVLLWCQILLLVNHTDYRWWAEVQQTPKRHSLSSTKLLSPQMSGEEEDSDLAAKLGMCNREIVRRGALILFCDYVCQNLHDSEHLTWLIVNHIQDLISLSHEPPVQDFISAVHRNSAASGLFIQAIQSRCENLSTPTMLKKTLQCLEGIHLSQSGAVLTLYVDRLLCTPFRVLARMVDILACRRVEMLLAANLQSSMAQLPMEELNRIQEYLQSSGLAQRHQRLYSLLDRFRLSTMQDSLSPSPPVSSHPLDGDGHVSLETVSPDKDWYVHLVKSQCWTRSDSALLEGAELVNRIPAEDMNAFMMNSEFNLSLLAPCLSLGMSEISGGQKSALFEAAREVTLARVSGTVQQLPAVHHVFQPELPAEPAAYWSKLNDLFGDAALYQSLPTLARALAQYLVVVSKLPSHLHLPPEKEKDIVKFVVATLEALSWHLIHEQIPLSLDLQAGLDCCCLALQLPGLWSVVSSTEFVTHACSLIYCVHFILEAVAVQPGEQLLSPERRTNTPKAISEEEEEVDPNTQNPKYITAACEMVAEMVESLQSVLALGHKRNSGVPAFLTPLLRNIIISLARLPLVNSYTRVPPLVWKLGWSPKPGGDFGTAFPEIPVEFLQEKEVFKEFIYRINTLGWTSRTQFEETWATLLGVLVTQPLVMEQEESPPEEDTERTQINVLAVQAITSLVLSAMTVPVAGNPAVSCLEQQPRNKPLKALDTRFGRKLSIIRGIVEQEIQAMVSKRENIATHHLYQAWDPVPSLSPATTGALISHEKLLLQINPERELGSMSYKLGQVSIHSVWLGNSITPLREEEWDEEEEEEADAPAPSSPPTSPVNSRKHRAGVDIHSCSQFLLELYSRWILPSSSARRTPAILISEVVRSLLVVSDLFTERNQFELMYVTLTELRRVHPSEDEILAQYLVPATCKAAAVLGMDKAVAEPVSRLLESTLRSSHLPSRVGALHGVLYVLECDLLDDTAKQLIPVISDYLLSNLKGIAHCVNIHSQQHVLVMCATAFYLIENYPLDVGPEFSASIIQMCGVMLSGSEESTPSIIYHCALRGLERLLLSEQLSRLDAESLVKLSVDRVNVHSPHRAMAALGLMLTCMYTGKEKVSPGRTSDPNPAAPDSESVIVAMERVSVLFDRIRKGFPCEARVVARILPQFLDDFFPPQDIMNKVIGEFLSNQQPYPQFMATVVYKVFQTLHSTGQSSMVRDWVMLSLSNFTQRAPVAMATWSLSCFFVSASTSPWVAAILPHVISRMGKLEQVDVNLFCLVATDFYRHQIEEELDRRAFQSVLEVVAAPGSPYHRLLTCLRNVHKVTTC
# * = called active by the depositor; . = not tested or not shown; & = joins results of further samples. No stated cut-off is given here; in the data, active means inhibition above about 50%; inactive means the rest.
SMILES,Pf apPOL inh,mHTT-CaM PPI inh
Cc1[nH]nc2c1C(c1ccco1)CC(c1ccco1)=C2 (stereo not drawn),.,65*
CN1CCN(C2CC(=O)N(c3ccc(Br)cc3)C2=O)CC1 (stereo not drawn),-20,-5
CCN(CC)C(=O)c1cc2c(s1)CCC(C(=O)Nc1ccc(N3CCOCC3)cc1)C2 (stereo not drawn),-1,5
O=C(c1ccc(S(=O)(=O)c2ccccc2)cc1)N1CCc2ccccc2C1,2,0
COC(=O)C1CN(Cc2ccccc2)CCS(=O)(=O)N1Cc1ccc(OC)cc1 (stereo not drawn),-3,-12
Cc1cc(C)c(-c2[nH]ncc2-c2nc3ccccc3s2)c(O)c1,-10,86*
Cc1cccc(OCc2nc(C(=O)NC(C)C)cs2)c1,-2,-6
COCCNc1nc(Nc2ccc(C)c(C)c2)c2nccnc2n1,-4,8
Cc1ccc(NC(=O)c2ccc(N3CCCC3)c([N+](=O)[O-])c2)cc1,-4,34
O=C1CC(Sc2ccc(Br)cc2)C(=O)N1c1ccccc1 (stereo not drawn),-6,-12
CC1CCc2onc(C(=O)N3CCN(Cc4ccc5c(c4)OCO5)CC3)c2C1 (stereo not drawn),1,5
Brc1cccc(C2=Nn3c(nnc3-c3ccccn3)SC2)c1,.,54*
O=C(N1CCN(c2cccc(Cl)c2)CC1)C1(c2ccccc2)CCOCC1,1,-4
COC(=O)CNC(=O)N1CCCC1c1cc(C(C)C)on1 (stereo not drawn),2,-9
CCN(CC)S(=O)(=O)c1ccc(C(=O)Nc2ncn(Cc3ccccc3)n2)cc1,3,6
O=C(c1ccc([N+](=O)[O-])cc1)N1N=C(c2ccncc2)CC1(O)C(F)(F)F (stereo not drawn),83*,5
COc1ccc(NC(=O)Cn2nc(C(F)(F)F)cc2C)cc1Cl,6,19
COc1cc(C=O)cc(Cl)c1OCc1cccc([N+](=O)[O-])c1,-13,8
Cc1cc(Cc2ccc(C(=O)O)o2)c(O)c([N+](=O)[O-])c1,3,3
O=C1CC(N2CCOCC2)C(=O)N1c1ccc(I)cc1 (stereo not drawn),1,1
COc1cccc(CNS(=O)(=O)c2ccc3c(c2)CC(C)N3C(C)=O)c1 (stereo not drawn),-11,-2
CC(C)NC(=O)CC1CCN(C(=O)c2ccccc2Cl)CC1,-2,-12
CCCN1CCN(C(=O)c2cc3c(s2)CCN(C(=O)c2ccc(F)cc2)C3)CC1,-9,7
Cc1ccc(-n2nc3c(c2NC(=O)c2cccc(C(F)(F)F)c2)CS(=O)C3)cc1 (stereo not drawn),-4,12
O=c1c(C=NCCCO)c(CSc2ccc(Cl)cc2)[nH]n1-c1nc2ccccc2s1,6,56*
CS(=O)(=O)N1CCC(C(=O)NCCCN2CCN(c3ccccc3)CC2)CC1,-10,-13
COCCn1c(-c2nc(C(=O)N3CCN(S(C)(=O)=O)CC3)cs2)cc2ccccc21,-25,6
COc1cccc(C(=O)NCc2cccnc2-c2ccccc2)c1,-4,-9
CCOC(CNC(=O)c1sc2ncn(CC(=O)N3CCCCC3)c(=O)c2c1C)OCC,-4,-5
O=C(c1cc(F)ccc1F)N1CCC(CCOCc2cccc(F)c2)CC1,-2,-14
CC1=C(C(=O)Nc2cccnc2)C(c2ccncc2)n2ncnc2N1 (stereo not drawn),-7,0
Cc1ccc(NS(=O)(=O)c2ccc3c(c2)CCN3C(=O)C2CC2)cc1C,4,5
O=C(Nc1ccc([N+](=O)[O-])cc1)Nc1ccc(Cl)cn1,-11,2
O=C(OCCSc1cnc2ccccc2n1)c1cc(Cl)cc(Cl)c1,-9,.
O=C(Nc1ccc(NS(=O)(=O)c2ccc(Cl)c(C(=O)O)c2)cc1)c1ccccc1,-2,9
COc1cc(C(=O)N2CCC3(CC2)NC(=O)c2ccc(F)cc2N3C)cc(OC)c1OC,0,-8
NS(=O)(=O)c1ccc(CNC(=O)c2ccc(Cn3cc([N+](=O)[O-])cn3)cc2)cc1,-3,1
CNC(=O)c1c(N=Cc2ccccc2O)sc2c1CCCC2,6,61*
COc1cc(CN2CCN(Cc3ccccc3C(F)(F)F)CC2)cc2c1OCO2,1,13
CC(NC(=O)CSC1=NC(c2ccccc2)CC(C(F)(F)F)N1)c1ccccc1 (stereo not drawn),-5,23
COc1ccc(-c2nc3cccnc3n2C2CCN(C(=O)CN3CCOCC3)C2)cc1 (stereo not drawn),0,11
CC(=O)c1sc2nc(=O)c(C)nn2c1C,.,-6
CCOc1ccc(-c2nn(-c3ccccc3)cc2/C=c2\sc3nc(=O)c(C)nn3c2=O)cc1,3,-6
CN(C)C(=O)c1cc2c(s1)CCC(C(=O)N1CCN(C3CCCC3)CC1)C2 (stereo not drawn),2,-3
O=C(Nc1ccc(C(=O)N2CC=C(c3ccccc3)CC2)cc1)C1C2CC3OC(=O)C1C3C2 (stereo not drawn),-5,43
CCOc1ccc(NC(=O)C(=O)NCc2ccc(OC)cc2)cc1,-8,3
COc1ccc(/C=C2/C(=O)N(c3cccc(C(=O)O)c3)N=C2C)cc1Br,-2,2
COC(=O)c1ccc(N2CCN(C(C)C)CC2)c(NC(=O)c2cccc(C)c2)c1,-2,-2
CC(C)C(=O)Nc1ccccc1N1CCCN(Cc2ccc(F)cc2)C1=O,-4,0
c1ccc(C2=NC(c3ccccc3)C(c3ccccc3)N2)cc1 (stereo not drawn),-8,.

# Continued:
SMILES,Pf apPOL inh,mHTT-CaM PPI inh
COCCCNC(=O)N1CCCC(C)(C(=O)NCc2ccccc2)C1 (stereo not drawn),-1,-5
CCc1onc(C)c1C1CCCN1Cc1ccc(OC)c(OC)c1 (stereo not drawn),-1,-4
CCCn1cnnc1C1CCCCN1C(=O)CC1CCCC1 (stereo not drawn),-1,-4
Fc1ccccc1CN1CCc2nc(N3CCN(c4ccccc4F)CC3)ncc2C1,-2,8
CN(C)S(=O)(=O)c1ccc(C(=O)N=c2sc3ccccc3n2C)cc1,0,-6
CSc1nnc(-c2nn(C)c3c2CN(C(=O)c2cc(C)ccc2C)CC3)n1C,-6,4
Cc1cccc(N2CCN(C(=O)Cn3cc(-c4ccccc4)oc3=O)CC2)c1,1,-6
O=C(c1ccc(Cl)c(Cl)c1)N1CCOC(COc2cccnc2)C1 (stereo not drawn),-1,6
COc1ccc2nc(SCC(=O)Nc3ccc(-c4nc5ccccc5o4)cc3)[nH]c2c1,-2,19
O=C1C2ON(c3ccccc3)C(c3ccc(F)cc3)C2C(=O)N1Cc1ccccc1 (stereo not drawn),0,3
CC(C(=O)NCc1cccnc1)N1C(=O)COc2ccc(Cl)cc21 (stereo not drawn),-20,-8
O=C1CC(c2ccc(Cl)cc2)Sc2nc(-c3ccc(F)cc3)nn21 (stereo not drawn),-1,-3
CCOc1ccc2cccc(NC(=O)c3ccccc3C(F)(F)F)c2n1,-4,-29
CC(=O)N1CCN(CCn2cccn2)CC1,-1,-13
CN(Cc1ccccc1)C(=O)c1ccnc(N2CCNC(c3ccccc3)C2)c1 (stereo not drawn),0,-2
Cc1cc(N2CCC(C)CC2)n2nc(CN3CCCC(C)C3)nc2n1 (stereo not drawn),-10,16
CCOc1ccc(N2CC(c3nnc(NC(=O)CCc4ccccc4)o3)CC2=O)cc1 (stereo not drawn),-3,1
O=[N+]([O-])c1ccc(N2CCOCC2)cc1SCc1ccco1,-6,24
CCOC(=O)C1(C(=O)OCC)CCC(=NO)CC1,8,.
NCCNC(=S)Nc1ccccc1,-1,-4
COc1ccc(NC(=O)c2c(NC(=O)CNCc3ccco3)sc3c2CCC3)cc1,-2,11
CCC1C(=O)N=C(SCC(=O)Nc2ccccc2)NC1=O (stereo not drawn),0,1
CC(=O)Nc1ccc(S(=O)(=O)Nc2nc3ccccc3nc2Nc2cccc(O)c2)cc1,-1,-5
O=C(Nc1ccc(Cl)c(C(=O)c2ccccc2)c1)c1cc(=O)c2ccccc2o1,-1,-8
O=C(c1ccc(Cl)cc1)N1N=C(c2ccccc2)CC1c1ccc2c(c1)OCO2 (stereo not drawn),-6,34
COc1ccc(NC(=O)C2CCN(C(=O)Cc3ccccc3)CC2)c(OC)c1,0,-3
Cc1noc(-c2cccc(C(F)(F)F)c2)c1C(=O)NCCc1cccs1,4,0
Cc1nc2c(c(N3CCCC3)n1)CN(C(=O)Nc1ccccc1C)CC2,4,8
COc1ccc(NC(=O)c2cc(-c3ccc(Cl)c(Cl)c3)on2)c(OC)c1,-3,-5
COc1ccccc1C=CC(=O)c1cc(C)ccc1O,-4,25
Cc1c(NC(=O)C2CCCCC2)cccc1-n1cnnn1,-2,-10
Cc1ccccc1CNC(=O)CN1C(=O)C2CCCN2C(=O)c2cccc(C)c21 (stereo not drawn),-8,-6
COc1ccccc1OCc1nc(C(=O)N2CCC(C)CC2)cs1,-3,-10
Cc1ccc(S(=O)(=O)CC(=O)Nc2ccccc2Oc2ccccc2)cc1,-1,-14
Cc1ccc(NC(=O)N2CC3CCCN3c3ccccc32)cc1 (stereo not drawn),-3,59*
Cc1ccc(NC2CC(=O)N(c3cccc([N+](=O)[O-])c3)C2=O)cc1 (stereo not drawn),1,-18
Cc1cc(NS(=O)(=O)c2ccc(NC(=O)c3nccnc3C(=O)O)cc2)no1,-8,.
O=C(NCc1ccccc1Cl)c1ccc(Cn2c(=O)[nH]c3ccsc3c2=O)cc1,-3,0
O=C(NCCN1CCc2ccccc2C1)C1CCc2sc(C(=O)N3CCCC3)cc2C1 (stereo not drawn),-1,13
Cc1nn(C)cc1CNC(=O)COc1ccc(Cl)cc1,-8,-14
COc1ccc(CN2CCc3nc(Nc4ccc(F)cc4)ncc3C2)c(OC)c1OC,-1,38
Cc1ccc(COCc2nn(C)c3c2CN(C(=O)Nc2cccc(F)c2)CC3)cc1,-3,25
Cc1ccccc1C(=O)N1CCC(c2nc(CCNC(=O)C3CC3)cs2)CC1,0,5
Cc1ccc(C(=O)N/C(=C\c2ccc3c(c2)OCO3)C(=O)Nc2ccc(C(=O)O)cc2)cc1,4,8
O=S(=O)(c1ccc(Cl)s1)N1CCC(c2noc(-c3ccc(F)cc3)n2)CC1,-2,1
CC(=O)NC1CCN(c2ccccc2C(=O)N(C)C2CCCCC2)CC1,-5,11
O=C(O)C1CCCN1S(=O)(=O)c1ccc(Cl)cc1 (stereo not drawn),-3,-6
O=C(Nc1ccc(F)cc1F)c1ccc(-c2ccc(Cl)cc2)o1,-18,3
CC(C)(C)c1ccc(C(=O)Nc2ccccc2C(=O)O)o1,-1,-2
COc1cccc(-c2ccc(CN3C(C)C(=O)N(Cc4cn(Cc5ccco5)nn4)CCS3(=O)=O)cc2)c1OC (stereo not drawn),0,2

# Further results
SMILES,Pf apPOL inh,mHTT-CaM PPI inh
CCc1c(C)nc2cc(-c3ccccc3)[nH]n2c1=O,2,-5
Cc1ccc(NC(=O)COc2nsnc2N2CCOCC2)cc1Cl,-13,2
CC(=O)N1CCN(c2nc3c(s2)CC(C(=O)NCCCN2CCCC2)CC3)CC1 (stereo not drawn),2,13
CCC(=O)N1CCc2sc(C(=O)N3CCN(c4ccccc4F)CC3)cc2C1,-8,20
O=C(O)CCC(=O)Nc1ccccc1C#Cc1ccccc1,3,-6
O=C(Cc1ccccc1)Nc1cc(-c2nc3ncccc3o2)ccc1Cl,-6,0
N#CCC(=O)N1CCSCC1,3,.
NC(=O)c1ccccc1OCC(=O)c1ccc(Br)cc1,2,-4
Cc1cccc(Cn2cnc3c2c(=O)n(C(C)C)c(=O)n3-c2ccccc2C)c1,-8,17
COc1ccccc1N1C(=O)CC(Sc2ccccc2C(=O)O)C1=O (stereo not drawn),2,2

# In another format: 15 of the compounds above.
# Every second line gives: Pf apPOL inh, mHTT-CaM PPI inh
- CC(=O)NC1CCN(c2ccccc2C(=O)N(C)C2CCCCC2)CC1
  -5, 11
- O=C(O)C1CCCN1S(=O)(=O)c1ccc(Cl)cc1 (stereo not drawn)
  -3, -6
- O=C(Nc1ccc(F)cc1F)c1ccc(-c2ccc(Cl)cc2)o1
  -18, 3
- CC(C)(C)c1ccc(C(=O)Nc2ccccc2C(=O)O)o1
  -1, -2
- COc1cccc(-c2ccc(CN3C(C)C(=O)N(Cc4cn(Cc5ccco5)nn4)CCS3(=O)=O)cc2)c1OC (stereo not drawn)
  0, 2
- CCc1c(C)nc2cc(-c3ccccc3)[nH]n2c1=O
  2, -5
- Cc1ccc(NC(=O)COc2nsnc2N2CCOCC2)cc1Cl
  -13, 2
- CC(=O)N1CCN(c2nc3c(s2)CC(C(=O)NCCCN2CCCC2)CC3)CC1 (stereo not drawn)
  2, 13
- CCC(=O)N1CCc2sc(C(=O)N3CCN(c4ccccc4F)CC3)cc2C1
  -8, 20
- O=C(O)CCC(=O)Nc1ccccc1C#Cc1ccccc1
  3, -6
- O=C(Cc1ccccc1)Nc1cc(-c2nc3ncccc3o2)ccc1Cl
  -6, 0
- N#CCC(=O)N1CCSCC1
  3, .
- NC(=O)c1ccccc1OCC(=O)c1ccc(Br)cc1
  2, -4
- Cc1cccc(Cn2cnc3c2c(=O)n(C(C)C)c(=O)n3-c2ccccc2C)c1
  -8, 17
- COc1ccccc1N1C(=O)CC(Sc2ccccc2C(=O)O)C1=O (stereo not drawn)
  2, 2

# Remaining list, next part.
SMILES,Pf apPOL inh,mHTT-CaM PPI inh
O=c1[nH]c(=O)c2sc3nc(-c4ccncc4)cc(C(F)(F)F)c3c2[nH]1,-4,3
CN1C(=N)NC(=O)/C1=C/c1cc(Br)c(O)c(Br)c1,-74,12
COCC(C)(O)CNS(=O)(=O)c1cccnc1 (stereo not drawn),-4,-18
Cc1nc(C(=O)NNC(=O)c2ccccc2)c(C(F)(F)F)o1,-8,.
COc1ccc(-n2nnnc2SCC(=O)Nc2ccc(F)c(F)c2)cc1,-10&-4,0&3
CSc1ccccc1C(=O)Nc1ccc2c(c1)CN(C(=O)c1ccco1)CC2,-10,13
C=CCN1CCc2c(cc(O)c(O)c2Br)[C@@H](c2ccccc2)C1,-6,.
COc1ccccc1C1=N/C(=C\c2ccc(C)cc2)C(=O)O1,-1,1
CC(=O)Nc1ccc(C(=O)NCc2ccc(Cl)cc2)c(N2CCOCC2)c1,-3,-13
